Statin myotox sup = suppressors of statin myotoxicity in C2C12 myotubes, primary screen, cell-based, single point, plate reader. rescue of ATP level, % at 7.49 µM. actives 0.78% (n = 330,000). C2C12 myotubes + simvastatin, ATP luminescence, 48 h; scaled: DMSO 0, geranylgeraniol control 100. AID 602340, 2012;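 active = mean ATP rescue above about 67%, or every replicate alone reaching that limit, limit read from the data, passing the limit was not always enough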;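 note: myotubes were challenged with 10 µM simvastatin during compound exposure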
ARNT TACC3 PPI = disruptors of ARNT/TACC3 protein interaction, primary screen, biochemical, AlphaScreen, single concentration; inhibition, % at 9.99 µM; AlphaScreen His-ARNT PAS-B/GST-TACC3 binding, luminescence; TACC3 fragment carries E629A point mutation; AID 623870, 2012; actives 0.66% (n = 390,000);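 active = mean inhibition of replicates at least 50% and at least half of replicates each reaching 50%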;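 note: 0% = complete ARNT plus TACC3 wells and 100% = ARNT alone without TACC3; many hits fall short of the cut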
INS-1E GSIS act = GLuc luminescence reporter in INS-1E cells, primary screen for activators of glucose-dependent secretion of insulin. INS-1E GLuc reporter insulin secretion, 2-3 h. activation, % at 16.6 µM. actives 0.61% (n = 370,000). AID 743287, 2014;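 active = lowest replicate activation of at least 40%, so every replicate reaches that level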;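 note: 0% = median of neutral control wells and 100% = median of IBMX positive control wells; some compounds called inactive have numbers as strong as hits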
PGC1a acetyl inh = inhibitors of PGC1a acetylation signal, primary screen, cell-based, U2OS, AlphaScreen, inhibitor mode; AlphaScreen anti-acetyl-lysine; with virally co-expressed GCN5 acetyltransferase; actives 0.17% (n = 350,000); inhibition, % at 15.6 µM;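 active = every replicate shows inhibition of at least 40%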;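 note: 0% = neutral control wells and 100% = positive control wells; some results beyond the cut were filed as inactive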
PAX8 inh HTS = inhibitors of PAX8-driven TPO luciferase reporter, primary screen, RMG-I cells, single concentration. SteadyGlo, 24 h. inhibition, % at 12.6 µM. actives 1.2% (n = 360,000);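 active = mean replicate inhibition at least 60% with every replicate also reaching 60%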;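 note: luciferase light reporting Pax8 driven TPO promoter activity; plate controls were median of neutral control wells for no effect and mitoxantrone controls for full effect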
LGR2 inh = inhibitors of bursicon-induced LGR2 CRE-luciferase signal, primary screen, cell-based, HEK293, CRE-luciferase reporter, bursicon stimulation | bursicon-stimulated, 4 h | AID 720647, 2013 | inhibition, % at 9.99 µM | Drosophila bursicon receptor LGR2 (rickets) | actives 0.35% (n = 380,000);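 active = drop in luminescence signal, shown as inhibition above about 50% in the replicate tests, limit read from the data, passing the limit was not always enough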;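 note: agonist challenge used bursicon conditioned medium at about half maximal strength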
Cneo AK release = Cryptococcus neoformans cell lysis inducers, primary screen, AK release luminescence, single concentration. C. neoformans lysis, adenylate kinase release luminescence, 4 h; normalised: neutral wells 0, clomiphene wells 100. lysis activity, % at 15 µM. actives 0.2% (n = 360,000). AID 651654, 2012;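 active = mean lysis activity across replicates of at least 80%, whatever share of replicates individually reach that level; inactive = mean lysis activity below 80%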
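Material – Cryptococcus neoformans yeast cells · Quantity – 5 × 10^6 yeast cells/mL · Buffer or medium – YPD medium · Compound – single dose · Timing – 4 h static compound exposure, 37 °C, read 1 h post-reagent · Signal – adenylate kinase release luminescence · Read-out basis – lysis from increased AK signal · Benchmarks – Clomiphene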
PglD DTNB = C. jejuni PglD acetyltransferase inhibitors, primary screen, biochemical, DTNB colorimetric, single point. actives 0.098% (n = 360,000). purified PglD enzyme, DTNB colorimetric CoA detection. inhibition, % at 12.5 µM. UDP-N-acetylbacillosamine N-acetyltransferase PglD (Campylobacter jejuni); in the data active = inhibition above about 16%, passing the limit was not always enough; note: strong numbers were not always called active
The depositor's hits bear a star; nt = no result given. Rows are unselected. Share with any hit: about 2.9%.

item	smiles	Statin myotox sup	ARNT TACC3 PPI	INS-1E GSIS act	PGC1a acetyl inh	PAX8 inh HTS	LGR2 inh	Cneo AK release	PglD DTNB
1	CC(=O)N(C)C[C@@H]1Oc2ncc(-c3ccccc3F)cc2C(=O)N([C@@H](C)CO)C[C@H]1C	-9	-9	10	1	nt	-26	-8	2
2	COc1ccc(C(=O)CCC(=O)NCCc2ccccc2F)cc1	5	2	-5	2	-2	5	0	0
3	O=C(NCc1cccs1)c1cnn2cccnc12	25	-6	5	10	nt	6	0	-2
4	Cc1cc2nc(C(F)(F)F)[nH]c(=O)n2n1	nt	-5	nt	1	nt	nt	7	0
5	COc1ccc(-c2nnc(SCC(=O)Nc3cc(C)on3)n2N)cc1OC	-4	4	29	8	nt	nt	1	3
6	CCOC(=O)[C@H]1[C@H]2COc3ccc(OC)cc3[C@@H]2N2C(=O)CN(Cc3ccco3)C(=O)[C@@]12C	7	-2	2	nt	-14	6	2	5
7	CCOC(=O)c1ccc(-c2ccc(/C=N/NC(=O)CN(c3ccccc3Cl)S(C)(=O)=O)o2)cc1	nt	1	-3	nt	-38	-54	nt	nt
8	CC1=NN(C(N)=S)C(=O)C1N=Nc1ccc(C)c(Br)c1 (stereo not drawn)	-8	-34	-59	nt	-113	-51	-16	3
9	C[C@H](CO)N1C[C@H](C)[C@H](CN(C)C(=O)Cc2ccccc2)Oc2ncc(C#CC3(O)CCCC3)cc2C1=O	-24	-3	4	-8	-13	1	-3	1
10	CCCC(=O)Nc1ccc2c(c1)C(=O)N(C)C[C@H](OC)[C@H](C)CN(CC1CCOCC1)[C@@H](C)CO2	0	nt	2	9	nt	-10	nt	nt
11	O=C1CC(c2cccs2)c2cc3c(cc2N1)OCCO3 (stereo not drawn)	3	-3	8	nt	nt	10	nt	nt
12	CCC(=O)Nc1ccc(C2C(=O)c3ccccc3C2=O)cc1	10	-3	11	-4	-53	-11	-3	0
13	CC12CCC(=O)N1C(C(=O)Nc1ccc(Br)cc1Cl)CS2 (stereo not drawn)	1	-8	7	nt	-4	27	11	1
14	CCn1c(SCC(=O)Nc2cc(C)on2)nnc1-c1c[nH]c2ccccc12	-6	7	-8	-5	15	-8	0	4
15	CC(C1CC2CCC1C2)n1c(-c2ccco2)n[nH]c1=S (stereo not drawn)	-19	-3	-3	3	-6	9	nt	nt
16	CCCC(C)NC(=O)C1CC(=O)N(CCc2ccc(F)cc2)C1 (stereo not drawn)	13	-5	-7	nt	-7	-4	-1	1
17	O=C(c1ccccc1)c1ccccc1C(=O)N1CCCC1	18	11	nt	4	nt	nt	-1	0
18	CN(C)c1cccc(C(=O)N/C=C/n2cnc3cc(C(F)(F)F)ccc32)c1	nt	1	-6	nt	-5	-8	nt	nt
19	O=C(Cn1cc(COc2ccc(C(=O)c3ccccc3)cc2)nn1)c1ccc(O)cc1	1	-3	2	-4	-22	-1	5	-1
20	Cc1csc(NC(=O)CSc2nnc(Cc3cccn3C)n2-c2ccc(F)cc2)n1	13	-3	-14	1	5	-31	0	4
21	CCCC(=O)N=C1SC2CS(=O)(=O)CC2N1c1ccc(-c2nc3ccc(C)cc3s2)cc1 (stereo not drawn)	nt	-1	nt	-11	-225	nt	nt	8
22	CSc1ccccc1-c1cnc2cccnn12	-3	nt	8	-21	-13	5	3	-6
23	Clc1ccc(CCNc2ncnc3nc[nH]c23)cc1	40	-8	-6	1	-20	10	-2	4
24	Cc1cc(C)nc(SCC(=O)Nc2nc(-c3ccccc3)c(-c3ccccc3)o2)n1	nt	nt	0	nt	2	14	11	-2
25	Cc1cc2c(cc(C(=O)OC(C)C(=O)NCc3ccccc3)n2C)o1 (stereo not drawn)	-35	4	-7	7	-25	15	-1	1
26	O=C(CSc1nnc(CNC(=O)c2ccco2)o1)Nc1nc2ccccc2s1	nt	2	-2	nt	-45	-2	nt	nt
27	COc1ccc(N2CCN(S(=O)(=O)c3ccc4c(c3)CCCC4)CC2)c([N+](=O)[O-])c1	6	-16	-14	nt	nt	11	0	-7
28	Cc1nc(NC(=O)c2ccc(Br)o2)sc1C	nt	nt	-5	-2	nt	-37	-4	-3
29	CO[C@@H]1CN(C)C(=O)c2ccc(NC(=O)C3CCOCC3)cc2OC[C@H](C)NC[C@H]1C	-4	-5	4	8	nt	5	0	3
30	CCc1ccc(C(=O)COC(=O)c2nn(C)c(=O)c3ccccc23)cc1	1	0	3	1	-12	-20	0	-3

Reprinted, entries 3–6
item	smiles	Statin myotox sup	ARNT TACC3 PPI	INS-1E GSIS act	PGC1a acetyl inh	PAX8 inh HTS	LGR2 inh	Cneo AK release	PglD DTNB
3	O=C(NCc1cccs1)c1cnn2cccnc12	25	-6	5	10	nt	6	0	-2
4	Cc1cc2nc(C(F)(F)F)[nH]c(=O)n2n1	nt	-5	nt	1	nt	nt	7	0
5	COc1ccc(-c2nnc(SCC(=O)Nc3cc(C)on3)n2N)cc1OC	-4	4	29	8	nt	nt	1	3
6	CCOC(=O)[C@H]1[C@H]2COc3ccc(OC)cc3[C@@H]2N2C(=O)CN(Cc3ccco3)C(=O)[C@@]12C	7	-2	2	nt	-14	6	2	5

The listing continues:
item	smiles	Statin myotox sup	ARNT TACC3 PPI	INS-1E GSIS act	PGC1a acetyl inh	PAX8 inh HTS	LGR2 inh	Cneo AK release	PglD DTNB
31	O=C(NC(NC(=S)Nc1ccccc1Cl)C(Cl)(Cl)Cl)c1cccc(Cl)c1 (stereo not drawn)	-60	-2	-26	-5	nt	43	-1	-2
32	CC(C)(C)OC(=O)NNC(=O)Nc1ccccc1C(F)(F)F	nt	-4	1	-5	9	-3	nt	nt
33	C/C(=N/OC(=O)C1CC1c1ccccc1)c1ccccc1 (stereo not drawn)	nt	-1	-10	nt	3	-12	nt	nt
34	CCOC(=O)N1CCN(C(=O)C2CCN(Cc3ccc(O)c(OCC)c3)CC2)CC1	-52	-9	-5	53	-6	-3	nt	nt
35	O=C(Nc1ccc(C(F)(F)F)cc1)N[C@@H]1C=C[C@@H](CC(=O)N2CCCCC2)O[C@@H]1CO	-2	-10	-9	11	16	2	0	5
36	O=C1COCC(=O)N1CCc1c[nH]c2ccccc12	-4	-1	-6	-2	13	3	6	-4
37	CC(C(=O)NCC1CCCCC1)N(C)Cc1cccc(Cl)c1 (stereo not drawn)	nt	2	-28	nt	-17	22	nt	nt
38	C[C@@H]1CN([C@H](C)CO)C(=O)Cc2cc(NC(=O)Nc3ccc(F)cc3)ccc2O[C@H]1CN(C)C(=O)Nc1ccc(F)cc1	26	-4	-13	-2	nt	6	-1	-2
39	COc1cc2c(cc1OC)CN(C(=O)c1cc3ccccc3oc1=O)CC2	-54	nt	nt	-13	27	nt	-1	3
40	Cc1noc(C)c1S(=O)(=O)N(C)C[C@@H]1Oc2ccc(NS(C)(=O)=O)cc2CC(=O)N([C@@H](C)CO)C[C@@H]1C	1	7	-4	-8	-2	-2	54	4
41	COc1cccc(C#Cc2ccc([C@@H]3[C@H](CO)N4C(=O)CN(C(=O)c5ccncc5)C[C@@H]34)cc2)c1	nt	nt	-19	-10	13	-6	nt	nt
42	COc1ccccc1-c1c(C)nn2c(C)c(C(C)=O)cnc12	2	4	nt	-4	nt	nt	-1	1
43	O=C(CCC(=O)c1cccs1)NNC(=O)c1ccccc1Cl	-1	2	-7	nt	3	15	-1	-1
44	COc1ccccc1NC(=O)C(C)OC(=O)C1CC(=O)N(c2ccc3c(c2)OCCO3)C1 (stereo not drawn)	8	-5	-2	-5	-15	-1	0	-3
45	O=[N+]([O-])c1c(N2CCN(CCO)CC2)nc2ccccn12	-3	-7	5	nt	1	3	1	9
46	CCCNC(=O)c1cc(C2CCCCN2S(=O)(=O)c2ccc(C#N)cc2)on1 (stereo not drawn)	-4	nt	-11	14	11	2	0	-1
47	C[C@@H]1CN([C@H](C)CO)C(=O)c2ccccc2-c2ccccc2CO[C@@H]1CN(C)Cc1ccccc1	3	4	-13	-21	nt	14	50	4
48	C=CCN1CCN(C(=O)c2oc3ccccc3c2C)CC1	7	-9	-4	5	1	-10	-1	0
49	COc1ccccc1CCC(=O)N(C)CC(=O)Nc1ccc(F)cc1	-5	-4	-9	-5	5	-2	1	5
50	CCCCSc1nnc(CCCCCNC(=O)OC(C)(C)C)o1	8	14	nt	-6	nt	nt	-1	-3
51	Cc1ccc(S(=O)(=O)N2CCN(c3ccc([N+](=O)[O-])c4cccnc34)CC2)cc1	19	-2	0	-15	0	-20	-2	-1
52	C[C@H](CO)N1C[C@H](C)[C@H](CN(C)C(=O)Cc2ccncc2)Oc2ncc(C#CC3(O)CCCC3)cc2C1=O	10	0	7	7	nt	-12	3	0
53	CC1(C(=O)NNC(=O)c2ccc([N+](=O)[O-])cc2)CC1(Br)Br (stereo not drawn)	10	17	5	1	-6	3	1	-3
54	COc1cccc(C(=O)NCCSc2ccc(C)cc2)c1	nt	-1	-21	nt	1	-3	nt	nt
55	CCOC(=O)c1oc2cc(O)cc(C)c2c1C	2	-2	40*	1	-93	-40	-4	-4
56	COc1cccc(NC(=O)c2ccc(N3C(=O)C4CC=C(C)CC4C3=O)cc2)c1 (stereo not drawn)	-44	-10	-4	-6	21	-9	-1	3
57	CCC(C)c1ccccc1NC(=O)COC(=O)C1=NN(c2ccccc2)C(=O)CC1 (stereo not drawn)	8	-7	nt	5	-3	nt	-2	1
58	C=CCNC(=O)Nc1ccc(OCC)cc1	6	-4	5	-2	nt	nt	4	-2
59	Cc1c(Br)c(=O)oc2c(Br)c(O)ccc12	5	-5	14	-3	12	1	-1	4
60	CCS(=O)CCSC(=N)N (stereo not drawn)	nt	-3	nt	8	nt	nt	9	-4
61	Cc1nc2ccccc2n1CC(=O)NC1CCCC1	nt	5	5	nt	9	-4	-1	-6
62	O=C(CCCOc1ccccc1)N1CCN(C(=O)c2ccco2)CC1	11	4	nt	7	nt	nt	-2	1
63	Cc1ccc(C2(C)NC(=O)N(CC(=O)NNC(=O)c3cc(C)oc3C)C2=O)cc1 (stereo not drawn)	1	-5	6	1	11	1	-1	1

A different layout for part of the listing above:
60	CCS(=O)CCSC(=N)N (stereo not drawn)
- Statin myotox sup: nt
- ARNT TACC3 PPI: -3
- INS-1E GSIS act: nt
- PGC1a acetyl inh: 8
- PAX8 inh HTS: nt
- LGR2 inh: nt
- Cneo AK release: 9
- PglD DTNB: -4
50	CCCCSc1nnc(CCCCCNC(=O)OC(C)(C)C)o1
- Statin myotox sup: 8
- ARNT TACC3 PPI: 14
- INS-1E GSIS act: nt
- PGC1a acetyl inh: -6
- PAX8 inh HTS: nt
- LGR2 inh: nt
- Cneo AK release: -1
- PglD DTNB: -3

Bioassay records (PubChem)
